# NSD2 inh – inhibitors of human histone methyltransferase NSD2 | O96028 | NSD2 peptide methylation, AlphaScreen, 120 min | inhibition, % at 12.5 µM | actives 0.54% (n = 310,000) | AID 743445; in the data active means inhibition above about 50%
# CDK5 p35 inh – CDK5/p35 (human) kinase inhibition; actives 0.01% (n = 330,000); Recombinant CDK5/p35, ADP-Glo luminescence, 60 min; inhibition, % at 10 µM;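 active means highest replicate inhibition of at least 50% and at least 75% of replicates reaching 50%; inconclusive means only one of the two criteria met; inactive means both criteria failed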;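 further: plate controls were DMSO neutral control for no effect and GW8510 at 10 µM for full effect; many of its hits are not listed in these tables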
# Target sequence (Q00535 whole entry, looked up): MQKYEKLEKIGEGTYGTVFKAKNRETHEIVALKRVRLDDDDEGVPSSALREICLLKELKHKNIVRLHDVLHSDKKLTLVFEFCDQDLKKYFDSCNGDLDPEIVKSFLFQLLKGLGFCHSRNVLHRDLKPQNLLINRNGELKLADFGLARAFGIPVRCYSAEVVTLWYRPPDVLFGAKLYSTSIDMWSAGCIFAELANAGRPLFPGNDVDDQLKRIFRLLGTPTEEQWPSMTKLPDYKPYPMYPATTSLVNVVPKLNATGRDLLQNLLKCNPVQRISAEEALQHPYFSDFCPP
# Target sequence (Q15078 whole entry, looked up): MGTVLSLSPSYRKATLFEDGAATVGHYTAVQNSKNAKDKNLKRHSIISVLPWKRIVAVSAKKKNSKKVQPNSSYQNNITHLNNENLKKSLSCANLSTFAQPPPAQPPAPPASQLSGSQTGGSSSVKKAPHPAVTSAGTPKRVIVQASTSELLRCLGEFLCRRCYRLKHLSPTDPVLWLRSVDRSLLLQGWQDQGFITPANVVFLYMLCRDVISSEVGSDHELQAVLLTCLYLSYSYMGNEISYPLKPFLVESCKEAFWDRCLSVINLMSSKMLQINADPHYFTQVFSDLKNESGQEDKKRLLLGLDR
# Mot1-301 SUMO – blocks SUMOylation pathway, rescuing yeast Mot1-301 growth. S. cerevisiae Mot1-301 growth rescue, ATP luminescence, 38.5C; percent above DMSO median, 100 means doubled. growth rescue, % at 18.8 µM. actives 1% (n = 320,000). AID 2716;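 active means every valid replicate shows activation above 250% relative to neutral control wells; inactive means the rest, any valid replicate at or below 250%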;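 further: OY570 slx delta 5 strain wells were the positive control but not used for scaling; some compounds called inactive have numbers as strong as hits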
# Pemphigus Ab inh – human desmoglein-3 autoantibody binding inhibition | DSG3-coupled beads, scFv-anti-DSG3-GFP binding, flow cytometry; hits give low values | AID 588358 | actives 0.48% (n = 310,000) | binding (percent of control), % at 10 µM;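 active means binding more than 3 SD below its plate's average and above zero; inconclusive means below that plate limit but binding exactly zero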;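 further: hits lower antibody fragment binding to DSG3; some compounds called inactive have numbers as strong as hits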
# SR-BI HDL uptake – inhibitors of mouse SR-BI mediated HDL lipid uptake | ldlA[mSR-BI] CHO cells, DiI-HDL uptake fluorescence, 3 h | actives 0.96% (n = 320,000) | Q61009 | inhibition, % at 12.5 µM;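 active means mean replicate inhibition of at least 70% and a set share of replicates each scoring 70 or more; inconclusive means meets just one of the two criteria; inactive means fails both criteria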;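 further: 0% = median of neutral control wells and 100% = median of positive control wells; values of inactives mirror those of a sister screen read the other way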
# PKA-R1A act – PKA-R1A complex activation; P00514+P68181; PKA-R1A dissociation, Cy5-IP20 fluorescence polarization; scaled: DMSO 0%, 113 µM cGMP 100%; activation, % at 11.4 µM; actives 0.083% (n = 340,000); AID 504707;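 active means percent activation above the mean of all tested compounds plus 3 SD, cut at about 19% in these data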;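 further: higher means more PKAc released from R1A so a rise in polarization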
# SR-BI uptake up – SR-BI HDL lipid transfer activation; activation, % at 12.5 µM; AID 504775; actives 0.096% (n = 320,000); CHO ldlA[mSR-BI] cells, DiI-HDL uptake fluorescence, 3 h; 100 = double the neutral-control signal;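 active means mean replicate activation of at least 60% and every replicate at or above 60%; inconclusive means mean or all-replicate condition met, but not both; inactive means mean below 60% and not all replicates reaching 60%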;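 further: 0% = median plate neutral-control signal and 100% = twice that signal; values of inactives mirror those of a sister screen read the other way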
#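 Material: SR-BI-overexpressing, LDLR-lacking CHO cells | Dosing: Single compound concentration, delivered by pin transfer | Probe or stimulus: Labelled HDL, 10 µg/mL | Signal: Bottom-read cell fluorescence after medium removal, ex 550/em 595 nm | Schedule: 3 h, 37 °C | Evaluation: HDL uptake via cellular fluorescence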
# Arr AP2 block – inhibitors of human beta-arrestin and AP2 interaction; inhibition, % at 10 µM; actives 0.31% (n = 340,000); AID 504490; FITC-arrestin peptide / GST-AP2 beads, flow cytometry; AP2 beta2 appendage carries R879A mutation;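 active means inhibition above a set limit, near 3 SD of compounds lacking own fluorescence, cut at about 54% in these data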;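 further: plate controls were DMSO wells for no effect and 5 µM unlabelled arrestin peptide for full effect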
#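 Material – GST-tagged AP2 beta2-adaptin appendage (R879A) on 4 µm glutathione beads · Probe or stimulus – fluorescein-tagged arrestin peptide at 50 nM final · Timing – 12 min plus 1 h, RT · Detection – bead flow cytometry, FITC channel · Read-out basis – inhibition as reduced fluorescein signal on beads, percent · Medium – PBS plus Tween 20 (0.05%) and BSA (0.1%)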
# dFosB act – activators of mouse delta FosB homodimer | purified delta FosB, TAMRA-CDK5 oligo fluorescence polarization; percent of positive-control signal above neutral wells | activation, % at 25 µM | actives 0.99% (n = 340,000);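 active means mean activation above about 17%, with every replicate also reaching it, limit read from the data, passing the limit was not always enough; inconclusive means only one of the two conditions met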;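 further: fluorescence polarization rise as delta FosB binds a TAMRA Cdk5 AP-1 oligo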
# MITF act – activators of MITF-driven TRPM1 promoter activity in SK-MEL-5 cells. SK-MEL-5 TRPM1-promoter luciferase, 24 h; % of positive control, neutral wells = 0. activation, % at 12.5 µM. actives 0.75% (n = 300,000);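 active means mean activation of at least 80% with every replicate also reaching 80%; inconclusive means mean reaches 80% but some replicate falls short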;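 further: 0% = neutral control wells and 100% = parthenolide positive control wells; values of inactives mirror those of a sister screen read the other way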
# PKA-R2B act – activates the human PKA-R2B holoenzyme complex; PKA-R2B holoenzyme dissociation, Cy5-IP20 fluorescence polarization; R2B truncated from residue 108, S112A mutant; 0% DMSO only, 100% 113 µM cGMP; activation, % at 11.4 µM; actives 0.079% (n = 340,000); AID 504700;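 active means activation above a cutoff set at the mean over all compounds plus 3 SD, cut at about 18% in these data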;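 further: higher means more holoenzyme dissociation and a rise in polarization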
# Target sequence (P31323 whole entry, looked up, other chains not shown, the tested form may be a part): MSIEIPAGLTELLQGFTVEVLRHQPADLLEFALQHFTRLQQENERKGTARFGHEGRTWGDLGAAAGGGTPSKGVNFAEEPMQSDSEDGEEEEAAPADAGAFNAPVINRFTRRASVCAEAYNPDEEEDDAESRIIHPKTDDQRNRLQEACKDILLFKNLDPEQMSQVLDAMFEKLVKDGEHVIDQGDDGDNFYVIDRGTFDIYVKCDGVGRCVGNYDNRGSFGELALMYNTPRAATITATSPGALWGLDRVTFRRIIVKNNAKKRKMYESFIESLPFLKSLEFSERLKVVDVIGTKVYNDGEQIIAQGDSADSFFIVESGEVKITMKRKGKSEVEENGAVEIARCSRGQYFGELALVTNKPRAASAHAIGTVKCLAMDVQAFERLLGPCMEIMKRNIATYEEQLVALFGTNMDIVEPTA
# * hit, by the source's call; ? = inconclusive; nt = no result given.
SMILES,NSD2 inh,CDK5 p35 inh,Mot1-301 SUMO,Pemphigus Ab inh,SR-BI HDL uptake,PKA-R1A act,SR-BI uptake up,Arr AP2 block,dFosB act,MITF act,PKA-R2B act
COc1ccc(C)cc1N1CC(C(=O)Nc2ccccc2N2CCCCC2)CC1=O (stereo not drawn),-0.2,1.5,5.8,101.8,41.9,3.9,-41.9,-7.5,-3.0,-5.5,6.3
COc1ccc(C2CC(C(F)(F)F)n3nc(C(=O)Nc4ccc5c(c4)OCO5)cc3N2)cc1 (stereo not drawn),0.7,-0.2,-14.2,99.5,56.6,7.3,-56.6,29.2,-1.8,-0.2,5.3
CC(=O)Nc1ccc(S(=O)(=O)N[C@@H](C)C(=O)N2CCN(c3ccccn3)CC2)cc1,5.6,-2.8,-0.1,90.2,6.3,-13.1,-6.3,2.6,4.4,4.3,6.6
O=C(CSc1cccc[n+]1[O-])Nc1ccccc1C(F)(F)F,nt,1.3,-2.5,96.4,-13.2,-10.8,13.2,2.4,-3.9,2.3,-9.4
CC(=O)c1ccccc1NC(=O)COC(=O)/C=C/c1ccc(C)o1,nt,-1.1,-2.2,nt,6.6,3.5,-6.6,14.4,1.4,18.7,3.1
CCC1CCCCN1CC(C)(C)NS(=O)(=O)c1ccccc1 (stereo not drawn),1.7,0.5,7.8,90.0,-20.4,-2.2,20.4,16.8,-3.4,9.9,6.3
NC(=O)CN1CCN(CCN2C(=O)c3cccc4cccc(c34)C2=O)CC1,-3.3,-0.9,1.8,104.5,-1.5,-6.5,1.5,-8.5,24.0*,10.1,-6.2
O=C1C2C3C=CC(C3=C3CCCCC3)C2C(=O)N1c1ccccc1 (stereo not drawn),32.6,0.7,63.0,101.5,-1.2,2.5,1.2,10.5,1.3,-6.3,-7.5
CCn1cc(Cl)c(C(=O)N2N=C3/C(=C/c4cccs4)CCCC3C2c2cccs2)n1 (stereo not drawn),1.0,0.4,22.9,98.6,0.6,11.4,-0.6,1.3,-1.3,-18.9,0.2
CCOc1ccc(NC(=O)c2cc(C)nc3ccccc23)cc1,-1.1,0.1,5.6,85.9,0.5,1.0,-0.5,0.7,4.4,3.7,9.8
Cc1sc(NC(=O)c2ccco2)c(CN2CCN(c3ccccc3)CC2)c1C,-3.0,2.5,18.0,99.0,56.5,-5.5,-56.5,-0.7,-3.9,-1.3,5.3
CCOC(=O)c1c(C)nc2ncccn12,0.0,0.3,nt,105.4,11.9,0.4,-11.9,3.8,2.0,1.7,-2.8
CC(C)OCCCNC(=O)c1ccc(NC(=O)C2=CSCCO2)cc1,-0.4,-0.1,-10.2,101.2,19.1,-7.2,-19.1,32.6,-5.8,14.5,3.9
Cc1ccc(NC(=O)c2nnn(CC(=O)Nc3ccccc3)c2N)cc1C,12.3,-7.0,299.7,98.2,23.1,-4.2,-23.1,-8.0,0.0,nt,-4.2
Nc1nc(CSc2nc3ccccc3[nH]2)cs1,nt,1.1,63.0,106.5,-3.9,2.1,3.9,10.1,-5.9,49.9,1.3
Cc1c(C(=O)N2CCN(C(=O)c3ccccc3)CC2)oc2ccc(F)cc12,4.4,0.6,nt,103.2,10.9,0.0,-10.9,-11.5,-14.4,-19.5,5.8
COc1ccc(S(=O)(=O)N2CCOCC2)cc1NC(=O)Cc1coc2cc(C)ccc12,-1.1,0.1,nt,98.8,2.6,-7.4,-2.6,-11.4,-16.5,-5.4,-7.4
CN1C(=O)C(Cc2cnc[nH]2)NC1=S (stereo not drawn),0.1,1.1,-3.0,100.3,-6.7,-4.4,6.7,-6.2,3.9,-9.6,-0.4
CCOc1ccc(NC(=S)NC(=O)c2cncc(Br)c2)cc1,-0.1,-0.3,116.4,nt,nt,0.3,nt,-1.0,5.2,nt,-8.7
COn1cnnc1-c1ccccc1,-0.2,0.6,-1.7,104.4,-8.0,3.5,8.0,19.0,0.5,10.0,-3.5
O=C(c1ccccc1)c1nn(-c2ccccc2)c(=O)cc1C(F)(F)F,3.7,-8.0,91.9,nt,11.1,1.6,-11.1,-2.6,-10.6,nt,5.1
COc1ccc(C(=O)NCc2nc(C)c(C)s2)cc1OC1CCN(C(C)C)CC1,5.4,-1.3,11.1,110.0,-5.5,-0.5,nt,-15.3,-9.9,2.0,-3.2
O=C(CSc1ncnc2sccc12)Nc1ccccc1F,-1.8,0.1,4.7,121.5,-2.9,5.2,2.9,8.2,-14.1,-0.8,-2.3
CSCC(=O)N1CCC(CCC(=O)NC2CC2)CC1,-6.9,-7.6,0.0,100.9,-19.3,-5.6,19.3,4.3,5.7,-2.0,4.9
CC(C)c1nnc(NC(=O)CSc2nc3ccccc3s2)s1,5.6,0.2,70.5,85.1,-22.3,-9.2,22.3,3.1,-6.8,-5.0,-4.1
CCN(CC)C(=O)c1sc(NC(=O)c2cccc([N+](=O)[O-])c2)c(C#N)c1C,-1.3,-0.9,-14.2,nt,27.6,0.1,-27.6,-1.1,-11.3,14.0,-5.5
O=C(NCCc1ccccn1)c1ccc(OC2CCN(CCc3ccccc3)CC2)cc1,1.5,-1.0,0.3,97.6,-23.5,-2.3,23.5,-9.7,-6.8,80.5*,-5.5
Cc1ccc(N(Cc2cc(=O)[nH]c3ccccc23)C(=O)c2ccco2)cc1,7.3,0.7,3.9,nt,29.8,3.6,-29.8,11.8,-27.5,-19.8,0.9
COc1ccc(-n2cnc3scc(-c4ccccc4)c3c2=O)cc1,0.3,0.4,2.5,85.3,1.5,10.8,-1.5,7.0,-17.3,-7.7,2.7
CCOc1ccc(N(CC(=O)Nc2cc(Cl)ccc2C)S(C)(=O)=O)cc1,-2.5,0.4,1.2,114.0,-10.4,-7.0,10.4,-12.8,-6.1,nt,-4.3
O=C(NCc1cccs1)Nc1cc(Cl)ccc1Cl,-1.5,1.4,-4.2,108.6,17.2,-1.1,-17.2,nt,?,23.4,-11.7
CCOc1ccc(OCC(=O)Nc2cc3c(cc2C(=O)O)OCCCO3)cc1,2.0,-0.1,18.4,100.9,1.8,-2.1,-1.8,-2.2,2.6,0.3,0.9
O=C(NCC(c1ccco1)N1CCCC1)c1ccc(Cl)cc1 (stereo not drawn),-0.3,-0.9,123.6,99.9,2.8,2.9,-2.8,3.1,-0.5,6.9,4.5
c1ccc(COc2ccc(-c3csnn3)cc2)cc1,-7.7,-0.2,nt,95.6,-0.3,-2.9,0.3,1.5,-4.0,93.9*,4.2
O=C(NNS(=O)(=O)c1ccc(Br)cc1)c1cccs1,-0.7,-0.2,12.9,107.2,-14.6,-9.4,14.6,6.6,-2.4,7.3,-5.5
Cc1ccccc1COC(=O)c1cc([N+](=O)[O-])ccc1N1CCOCC1,7.2,-2.9,1.5,nt,52.5,-11.7,-52.6,7.1,0.2,-4.5,-6.2
COC(=O)c1cc(C(=O)NNC(=O)c2ccc3c(c2)OCO3)cc([N+](=O)[O-])c1,2.2,-0.3,36.5,106.2,4.7,-9.8,nt,4.6,-8.5,8.6,-16.5
CC1CCCCN1CCCNC(=O)Cn1c(=O)c2cccn2c2ccccc21 (stereo not drawn),1.2,-2.9,1.0,116.0,3.0,2.2,-3.0,-5.8,-5.9,16.5,-8.6
COc1ccc(-c2nnc(N3CCCCC3)c3ccccc23)cc1,4.7,-3.7,-2.7,nt,50.1,2.5,-50.1,-8.9,-4.1,-2.3,-1.7
CCCCc1ccc(CC(=O)O)cc1,nt,-0.3,7.4,101.7,2.6,8.3,-2.6,12.1,5.0,0.2,-0.7
Cc1onc(-c2ccccc2)c1C(=O)NC(C)C,nt,-4.1,6.9,109.1,-16.6,-3.6,16.6,-1.0,-2.9,5.0,-11.1
Cc1cccc(OCc2nnc(SCC(=O)NCC3CCCO3)n2C)c1 (stereo not drawn),-2.0,2.3,-1.0,nt,-10.4,-4.2,10.4,-8.5,5.2,-8.1,-10.2
CC(=O)c1c(N2CCN(c3ccc(F)cc3)CC2)nc(=S)n(Cc2ccccc2)c1C,21.2,0.1,-7.1,217.6,-2.5,0.8,2.5,-2.6,-3.6,-6.6,-3.4
COc1ccc(-c2cc(N)n(S(=O)(=O)Cc3ccccc3)n2)c(OC)c1,nt,0.4,-9.0,98.7,nt,-9.4,nt,1.4,-5.1,0.8,0.7
O=C(Nc1ccc(Cl)c(S(=O)(=O)N2CCCCC2)c1)c1cccnc1,nt,-1.6,10.7,nt,12.7,-6.2,-12.7,12.5,-16.5,-24.3,2.3
COc1ccc(OC)c(S(=O)(=O)N2CCCCC2C(=O)O)c1 (stereo not drawn),-5.2,-15.2,-1.1,105.0,-2.6,-6.2,2.6,-7.1,-4.9,-0.1,-2.5
O=C(CNC(=O)C1COc2ccccc2O1)N/N=C\c1ccc(Cl)cc1 (stereo not drawn),0.4,0.6,126.6,94.4,-8.8,7.7,8.8,0.0,-10.1,nt,-2.8
CC(=O)C1=NN(c2ccccc2)C(c2ccc3c(c2)OCO3)N1c1ccc(N2CCOCC2)cc1 (stereo not drawn),nt,0.0,13.7,101.3,15.0,-8.5,-15.0,-19.9,-2.3,-1.2,-13.7
Cc1ccc(CNC(=O)C2CCCC2)cc1,-2.5,-1.4,-7.6,108.4,10.4,-3.2,-10.4,25.9,-1.8,17.0,1.2
O=C(NCc1ccccn1)C(=O)NCC1OCCN1S(=O)(=O)c1ccc(Br)cc1 (stereo not drawn),-1.3,0.0,10.2,113.3,-11.2,1.5,11.2,-11.3,-6.9,-11.8,-7.4
CSC1=NCCN1C(=O)C(C)(C)Oc1ccc(Cl)cc1,nt,0.4,-13.9,nt,nt,5.7,nt,4.7,-10.2,-0.3,-11.9

# Reprinted at random: 2 entries already listed
SMILES,NSD2 inh,CDK5 p35 inh,Mot1-301 SUMO,Pemphigus Ab inh,SR-BI HDL uptake,PKA-R1A act,SR-BI uptake up,Arr AP2 block,dFosB act,MITF act,PKA-R2B act
CCC1CCCCN1CC(C)(C)NS(=O)(=O)c1ccccc1 (stereo not drawn),1.7,0.5,7.8,90.0,-20.4,-2.2,20.4,16.8,-3.4,9.9,6.3
Nc1nc(CSc2nc3ccccc3[nH]2)cs1,nt,1.1,63.0,106.5,-3.9,2.1,3.9,10.1,-5.9,49.9,1.3

# Screening data as filed in PubChem.
